Bioassay records as filed in PubChem BioAssay.
Neddyl block: inhibitors of human cullin neddylation | calls only at 25 µM | TR-FRET cullin neddylation, biochemical | P61081+Q13564 | 0.58% of 360,000 active; in the data active = inhibition above about 36%
Target sequence (P61081 whole entry, looked up): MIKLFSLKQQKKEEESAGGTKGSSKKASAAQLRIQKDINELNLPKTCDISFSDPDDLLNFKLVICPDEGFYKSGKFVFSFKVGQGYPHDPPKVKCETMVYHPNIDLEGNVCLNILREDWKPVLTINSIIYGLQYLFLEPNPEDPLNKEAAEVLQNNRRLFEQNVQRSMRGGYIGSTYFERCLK
Target sequence (Q13564 whole entry, looked up): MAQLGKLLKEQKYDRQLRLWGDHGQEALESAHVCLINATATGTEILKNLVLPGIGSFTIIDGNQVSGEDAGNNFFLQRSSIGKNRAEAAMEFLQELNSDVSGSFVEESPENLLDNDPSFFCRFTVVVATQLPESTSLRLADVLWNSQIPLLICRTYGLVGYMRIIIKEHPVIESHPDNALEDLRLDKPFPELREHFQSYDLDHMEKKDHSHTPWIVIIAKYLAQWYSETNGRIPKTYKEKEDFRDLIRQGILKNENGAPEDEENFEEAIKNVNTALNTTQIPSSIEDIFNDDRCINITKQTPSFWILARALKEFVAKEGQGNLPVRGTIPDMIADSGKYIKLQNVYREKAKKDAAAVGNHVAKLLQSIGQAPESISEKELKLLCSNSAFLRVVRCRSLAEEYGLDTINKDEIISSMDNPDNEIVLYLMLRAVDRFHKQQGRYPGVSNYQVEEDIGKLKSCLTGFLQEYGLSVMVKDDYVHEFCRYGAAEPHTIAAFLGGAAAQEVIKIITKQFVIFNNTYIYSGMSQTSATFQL
MsrA act: activates bovine MsrA enzyme; activation, % at 10.6 µM; 0.3% of 360,000 active; purified bovine MsrA, absorbance read-out; AID 602163; in the data active = activation above about 7.5%;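 also: 0% = vehicle and 100% = reference activator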
FAS-TE inh: FAS thioesterase (human) inhibition; P49327; recombinant FAS-TE, OMFH fluorogenic substrate, fluorescence endpoint; inhibition, % at 15 µM; 0.67% of 360,000 active; AID 602261;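 active = compounds whose normalised, plate-corrected inhibition of enzyme fluorescence in the single-dose primary screen is 50% or more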;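 also: 0% = DMSO with enzyme and 100% = substrate without enzyme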
PABP1 MLLE inh: blocks PAM2 peptide binding to the PABP1 MLLE domain; GST-MLLE / FITC-PAM2 fluorescence polarization; 0.36% of 360,000 active; P11940; inhibition, % at 20 µM; AID 588489; in the data active = inhibition above about 35%, passing the limit was not always enough;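 also: plate controls were DMSO wells with GST-MLLE for no effect and wells lacking GST-MLLE protein for full effect; some results filed as inactive read as strong as hits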
E coli Lon inh: inhibitors of E. coli Lon protease; purified E. coli Lon protease, fluorescence polarization; inhibition, % at 7.94 µM; 0.42% of 360,000 active; in the data active = inhibition above about 13%, passing the limit was not always enough;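 also: 0% = enzyme with probe and DMSO and 100% = no enzyme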
MsrA inh: inhibits bovine methionine sulfoxide reductase A | purified bovine MsrA, absorbance read-out | inhibition, % at 15.5 µM | 0.75% of 360,000 active | AID 651718; in the data active = inhibition above about 4.5%;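 also: 0% = vehicle wells with enzyme and 100% = reference inhibitor wells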
Tb MetRS inh: Trypanosoma brucei MetRS inhibition; 0.4% of 360,000 active; purified T. brucei MetRS, ATP depletion, Kinase-Glo luminescence; inhibition, % at 11.9 µM;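 active = inhibition above a per-plate cutoff of the control wells' mean inhibition plus 3 SD, cut at about 5.5% in these data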;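 also: 0% = DMSO wells median and 100% = median of wells with control inhibitor compound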
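Material: parasite MetRS enzyme / Replication: singlicate, one well per compound / Signal: luminescence of leftover ATP / Schedule: 2 h aminoacylation at 25 °C after 15 min preincubation / Medium: HEPES-MgCl2-KCl buffer plus DTT, spermine, BSA, pyrophosphatase / Doses: 11.9 µM single point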
Rin1-Abl PPI inh: inhibitors of human Rin1-Abl protein interaction. P00519+Q13671. TR-FRET Rin1/Abl binding, biochemical. inhibition, % at 7.35 µM. 0.4% of 360,000 active. AID 588664; in the data active = inhibition above about 5%, passing the limit was not always enough
CSN deneddyl inh: inhibitors of human CSN-mediated cullin deneddylation; Q92905; 0.38% of 360,000 active; inhibition, % at 12.5 µM; AID 651999; Purified CSN, SCF-Nedd8-OG deneddylation, fluorescence polarization;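 active = pattern-corrected inhibition above about 35%, with an unprinted fluorescence ratio check between 0.5 and 1.5, limit read from the data, passing the limit was not always enough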;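 also: 0% = enzyme with substrate and 100% = substrate without enzyme; some results filed as inactive read as strong as hits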
Target sequence (Q92905 whole entry, looked up, one chain of several): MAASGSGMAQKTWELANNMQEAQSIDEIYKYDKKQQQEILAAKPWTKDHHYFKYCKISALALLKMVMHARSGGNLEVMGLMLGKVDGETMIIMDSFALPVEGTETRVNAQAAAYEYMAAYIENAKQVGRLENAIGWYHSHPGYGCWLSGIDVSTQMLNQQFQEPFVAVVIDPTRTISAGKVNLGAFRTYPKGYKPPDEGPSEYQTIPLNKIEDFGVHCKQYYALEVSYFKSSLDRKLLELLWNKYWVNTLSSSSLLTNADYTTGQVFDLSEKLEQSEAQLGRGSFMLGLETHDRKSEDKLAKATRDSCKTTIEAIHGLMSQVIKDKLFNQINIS
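Material: human Csn5 produced in HEK293T cells; Input: enzyme 0.24 nM; Reagent: SCFSkp2-Nedd8OG substrate at 10 nM final; Dosing: 12.5 µM compound; Incubation: 90 min reaction at room temperature; Detection: fluorescence polarization of the substrate; Evaluation: % inhibition of substrate cleavage by Csn5; Control set: substrate-only high control, full reaction low control.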
The depositor's hits bear a star.

Screening O=C(NCC1CCCO1)C(=O)N/N=C/c1cccc(Cl)c1 (stereo not drawn) returned Neddyl block inactive, MsrA act -4, FAS-TE inh -5, PABP1 MLLE inh 5, E coli Lon inh -5, MsrA inh -1.2, Tb MetRS inh -0.2, Rin1-Abl PPI inh 1 and CSN deneddyl inh -3.
For Cc1nc2ccccc2c2oc(C(=O)N3CCc4ccccc4C3)cc12 the results were Neddyl block inactive, MsrA act -7, FAS-TE inh 1, PABP1 MLLE inh -9, E coli Lon inh 3, MsrA inh -0.3, Tb MetRS inh 8.7*, Rin1-Abl PPI inh 2 and CSN deneddyl inh -3.
O=c1cc(-c2ccc(O)cc2)oc2cc(O)cc(O)c12 was read as Neddyl block inactive, MsrA act -3, FAS-TE inh 3, PABP1 MLLE inh 7, E coli Lon inh 1, MsrA inh 2.1, Tb MetRS inh -0.1, Rin1-Abl PPI inh -3 and CSN deneddyl inh 1.
For CCN(CC)c1ccc(-c2n[nH]c(=S)n2-c2ccccc2C)cc1 the results were Neddyl block inactive, MsrA act -2, FAS-TE inh -1, PABP1 MLLE inh -14, E coli Lon inh -5, MsrA inh 0.7, Tb MetRS inh -0.1, Rin1-Abl PPI inh 0 and CSN deneddyl inh 1.
For Cc1ccc2sc(NC(=O)CN3C(=O)CCC3=O)nc2c1C the results were Neddyl block inactive, MsrA act -9, FAS-TE inh -5, PABP1 MLLE inh -2, E coli Lon inh -1, MsrA inh 0.1, Tb MetRS inh -1.2, Rin1-Abl PPI inh -1 and CSN deneddyl inh 4.
CC1CC(C)CN(C(=O)CN2C(=O)NC3(CCCCCC3)C2=O)C1 (stereo not drawn) was read as Neddyl block inactive, MsrA act -2, FAS-TE inh -2, PABP1 MLLE inh 10, E coli Lon inh -6, MsrA inh -0.1, Tb MetRS inh -0.1, Rin1-Abl PPI inh 3 and CSN deneddyl inh -1.
For O=C(/C=C/c1c(F)cccc1Cl)NCCCN1CCOCC1 the results were Neddyl block inactive, MsrA act -9, FAS-TE inh -4, PABP1 MLLE inh -9, E coli Lon inh 3, MsrA inh 0.8, Tb MetRS inh -0.5, Rin1-Abl PPI inh 0 and CSN deneddyl inh 4.
Screening CN(C(=O)C1CCOC1)c1nnc(-c2cnccn2)s1 (stereo not drawn) returned Neddyl block inactive, MsrA act -4, FAS-TE inh -7, PABP1 MLLE inh -4, E coli Lon inh 1, MsrA inh 1.4, Tb MetRS inh -0.6, Rin1-Abl PPI inh -2 and CSN deneddyl inh -2.
For COc1ccc(C(=O)N2CCCC(Nc3ccc(F)c(F)c3)C2)c(OC)n1 (stereo not drawn) the results were Neddyl block inactive, MsrA act 6, FAS-TE inh -2, PABP1 MLLE inh -3, E coli Lon inh -11, MsrA inh 0.3, Tb MetRS inh -0.3, Rin1-Abl PPI inh 3 and CSN deneddyl inh 1.
For CCNC(=O)N(C)c1nncnc1C(=O)NC the results were Neddyl block inactive, MsrA act 21*, FAS-TE inh -4, PABP1 MLLE inh -19, E coli Lon inh -1, MsrA inh -0.8, Tb MetRS inh -0.5, Rin1-Abl PPI inh 1 and CSN deneddyl inh 3.
For Cc1nc(CSc2ccc(Cl)cc2)cc(N2CC(C)OC(C)C2)n1 (stereo not drawn) the results were Neddyl block inactive, MsrA act -1, FAS-TE inh 4, PABP1 MLLE inh -6, E coli Lon inh -5, MsrA inh -1.8, Tb MetRS inh 0.1, Rin1-Abl PPI inh 3 and CSN deneddyl inh -13.
`O=C(NN1C(=O)C2C(c3ccccc3)C=CC(c3ccccc3)C2C1=O)c1ccncc1` (stereo not drawn) gave Neddyl block inactive, MsrA act -2, FAS-TE inh 0, PABP1 MLLE inh 4, E coli Lon inh -1, MsrA inh -1.3, Tb MetRS inh 0.2, Rin1-Abl PPI inh 2 and CSN deneddyl inh 4.
Screening COc1ccc(CCn2c(N)c(C(=O)NCc3ccco3)c3nc4ccccc4nc32)cc1 returned MsrA act -8, FAS-TE inh 25, PABP1 MLLE inh -33, E coli Lon inh -16, MsrA inh 1.0, Tb MetRS inh 0.1, Rin1-Abl PPI inh -2 and CSN deneddyl inh 11.
`CCOc1ccccc1NC(=O)CCNS(=O)(=O)c1cccc2nsnc12` gave Neddyl block inactive, MsrA act 2, FAS-TE inh -3, PABP1 MLLE inh 6, E coli Lon inh -6, MsrA inh 1.1, Tb MetRS inh -0.8, Rin1-Abl PPI inh 2 and CSN deneddyl inh -2.
For CC(C)[C@H](NC(=O)N1CCn2c1nc1ccccc12)C(=O)NCC1CCCO1 (stereo partly drawn) the results were Neddyl block inactive, MsrA act -4, FAS-TE inh -3, PABP1 MLLE inh -11, E coli Lon inh -1, MsrA inh -0.2, Tb MetRS inh -0.4, Rin1-Abl PPI inh 6 and CSN deneddyl inh -2.
For COCC(=O)/C=C1\Sc2ccccc2N1C the results were Neddyl block inactive, MsrA act -5, FAS-TE inh -7, PABP1 MLLE inh 35, E coli Lon inh -8, MsrA inh 5.1*, Tb MetRS inh -0.2, Rin1-Abl PPI inh -1 and CSN deneddyl inh -4.
Screening CC(C)c1ccc(NC(=O)C(=O)c2cn(CC(=O)N3CCCCC3)c3ccccc23)cc1 returned Neddyl block inactive, MsrA act -3, FAS-TE inh 36, PABP1 MLLE inh 3, E coli Lon inh -2, MsrA inh 0.8, Tb MetRS inh -0.8, Rin1-Abl PPI inh -3 and CSN deneddyl inh 4.
CCC(=O)Nc1ccc(NC(=O)c2ccco2)c(OC)c1 was read as Neddyl block inactive, MsrA act -3, FAS-TE inh -6, PABP1 MLLE inh -4, E coli Lon inh -9, MsrA inh 1.6, Tb MetRS inh -0.5, Rin1-Abl PPI inh 2 and CSN deneddyl inh 3.
Cc1c(C(=O)Nc2cc(F)ccc2F)sc2nc3n(c(=O)c12)CCCCC3 was read as Neddyl block inactive, MsrA act -1, FAS-TE inh -9, PABP1 MLLE inh 1, E coli Lon inh -18, MsrA inh -0.5, Tb MetRS inh -0.2, Rin1-Abl PPI inh -3 and CSN deneddyl inh 1.
Screening O=C(Nc1nc(-c2cc3ccccc3oc2=O)cs1)c1ccc(Br)o1 returned MsrA act -6, FAS-TE inh 14, PABP1 MLLE inh -7, E coli Lon inh 6, MsrA inh -1.2, Tb MetRS inh -0.5, Rin1-Abl PPI inh 0 and CSN deneddyl inh 8.

The last 3 entries of the part before are carried over, then new ones follow:
CCC(=O)Nc1ccc(NC(=O)c2ccco2)c(OC)c1 was read as Neddyl block inactive, MsrA act -3, FAS-TE inh -6, PABP1 MLLE inh -4, E coli Lon inh -9, MsrA inh 1.6, Tb MetRS inh -0.5, Rin1-Abl PPI inh 2 and CSN deneddyl inh 3.
Cc1c(C(=O)Nc2cc(F)ccc2F)sc2nc3n(c(=O)c12)CCCCC3 was read as Neddyl block inactive, MsrA act -1, FAS-TE inh -9, PABP1 MLLE inh 1, E coli Lon inh -18, MsrA inh -0.5, Tb MetRS inh -0.2, Rin1-Abl PPI inh -3 and CSN deneddyl inh 1.
Screening O=C(Nc1nc(-c2cc3ccccc3oc2=O)cs1)c1ccc(Br)o1 returned MsrA act -6, FAS-TE inh 14, PABP1 MLLE inh -7, E coli Lon inh 6, MsrA inh -1.2, Tb MetRS inh -0.5, Rin1-Abl PPI inh 0 and CSN deneddyl inh 8.
O=C(CSc1n[nH]c(-c2ccncc2)n1)Nc1ccc(Br)cc1 was read as Neddyl block inactive, MsrA act -3, FAS-TE inh -12, PABP1 MLLE inh -8, E coli Lon inh -3, MsrA inh -0.6, Tb MetRS inh 0.3, Rin1-Abl PPI inh 4 and CSN deneddyl inh -1.
For CN(C)S(=O)(=O)c1ccc(C(=O)NCC(=O)N/N=C/c2cccs2)cc1 the results were Neddyl block inactive, MsrA act -5, FAS-TE inh -6, PABP1 MLLE inh 11, E coli Lon inh -1, MsrA inh -0.1, Tb MetRS inh -0.1, Rin1-Abl PPI inh 1 and CSN deneddyl inh 0.
Screening COCCCNC(=O)c1csc([C@@H]2O[C@H](CO)[C@H](O)[C@H](O)[C@H]2O)n1 returned Neddyl block inactive, MsrA act -3, FAS-TE inh -9, PABP1 MLLE inh 2, E coli Lon inh 3, MsrA inh 0.3, Tb MetRS inh -0.2, Rin1-Abl PPI inh -3 and CSN deneddyl inh 2.
For CCOCCCNC(=O)CCn1nc(-c2ccc(Cl)cc2)ccc1=O the results were Neddyl block inactive, MsrA act -3, FAS-TE inh -7, PABP1 MLLE inh 8, E coli Lon inh -3, MsrA inh -0.5, Tb MetRS inh -0.1, Rin1-Abl PPI inh 2 and CSN deneddyl inh 4.
For CCn1c(SCc2nc3ccccc3s2)nc2cc(S(=O)(=O)N3CCOCC3)ccc21 the results were Neddyl block inactive, MsrA act -2, FAS-TE inh 23, PABP1 MLLE inh -55, E coli Lon inh -20, MsrA inh 0.2, Tb MetRS inh 0.0, Rin1-Abl PPI inh 0 and CSN deneddyl inh 5.
`CN(C)CC#Cc1cccc(-c2nc(C(=O)O)cc3c2[C@@H](CCO)N(S(=O)C(C)(C)C)C3)c1` (stereo partly drawn) gave Neddyl block inactive, MsrA act -2, FAS-TE inh -6, PABP1 MLLE inh 6, E coli Lon inh -3, MsrA inh -0.2, Tb MetRS inh -0.2, Rin1-Abl PPI inh 2 and CSN deneddyl inh 6.
CC(=O)NCCc1ccc(S(=O)(=O)Nc2cccnc2)cc1 was read as Neddyl block inactive, MsrA act -1, FAS-TE inh -11, PABP1 MLLE inh -10, E coli Lon inh 3, MsrA inh -0.8, Tb MetRS inh -0.1, Rin1-Abl PPI inh 1 and CSN deneddyl inh 4.
Screening Cc1cccnc1NC(=O)c1ccc(Cl)c(S(=O)(=O)N2CCCC2)c1 returned Neddyl block inactive, MsrA act -8, FAS-TE inh -6, PABP1 MLLE inh 2, E coli Lon inh 5, MsrA inh -1.1, Tb MetRS inh -0.5, Rin1-Abl PPI inh -1 and CSN deneddyl inh -2.
Screening COCC(C)n1c(C)cc(C(=O)COC(=O)c2ccc(N3CCCC3=O)cc2)c1C (stereo not drawn) returned Neddyl block inactive, MsrA act -1, FAS-TE inh -2, PABP1 MLLE inh -8, E coli Lon inh 1, MsrA inh 0.8, Tb MetRS inh -0.6, Rin1-Abl PPI inh -3 and CSN deneddyl inh 2.
COc1ccccc1-c1csc(C(C)(NC(C)=O)c2ccccc2)n1 (stereo not drawn) was read as Neddyl block inactive, MsrA act -1, FAS-TE inh -6, PABP1 MLLE inh -3, E coli Lon inh -4, MsrA inh 0.1, Tb MetRS inh -0.1, Rin1-Abl PPI inh -4 and CSN deneddyl inh -6.
Cc1ccc(-n2c(SCC(=O)N3Cc4ccccc4CC3C(=O)O)nnc2-c2cccnc2)c(C)c1 (stereo not drawn) was read as Neddyl block inactive, MsrA act -2, FAS-TE inh 3, PABP1 MLLE inh -32, E coli Lon inh 2, MsrA inh -0.8, Tb MetRS inh -0.4, Rin1-Abl PPI inh 7.0* and CSN deneddyl inh -2.
COC(=O)C(C)NC(=O)C1CCCN1C(=O)CNC(=O)OCc1ccccc1 (stereo not drawn) was read as Neddyl block inactive, MsrA act -1, FAS-TE inh -4, PABP1 MLLE inh 9, E coli Lon inh 2, MsrA inh 0.7, Tb MetRS inh 0.2, Rin1-Abl PPI inh 3 and CSN deneddyl inh 1.
COc1ccc(NC(=O)Nc2cc(C)ccn2)cc1 was read as Neddyl block inactive, MsrA act -6, FAS-TE inh -2, PABP1 MLLE inh 3, E coli Lon inh 4, MsrA inh 0.4, Tb MetRS inh -0.1, Rin1-Abl PPI inh -3 and CSN deneddyl inh -3.
